AI-2 QS mod = Vibrio harveyi AI-2 quorum sensing modulation; Vibrio harveyi JMH597 AI-2 luminescence/OD600 ratio, 9 h; stronger effect = lower value; strain lacks LuxN and CqsS sensors; 0 = neutral-control median; activity change, % at 7.5 µM; hit rate 0.4% among 300,000; AID 2094; in the data active = activity change below about -75%, passing the limit was not always enough; inconclusive = no clear call, values can overlap the other calls;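 also: luminescence divided by OD600 gain over 9 h not by final OD600 alone; inactives centre near 13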
KLF5 inhibitor = kruppel-like factor 5 inhibition. hit rate 0.23% among 290,000. AID 1700. DLD-1 KLF5 promoter-luciferase reporter, luminescence. inhibition, % at 5 µM;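 active = inhibition above a per-plate limit of that plate's mean compound inhibition plus 3 SD, cut at about 60% in these data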;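 also: 0% = DMSO wells and 100% = LY294002 at 200 µM; higher means less KLF5 promoter-driven luciferase light; inactives centre near -14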
GSK3A inh = blocks human GSK-3 alpha kinase; ADP-Glo luminescence, 60 min; inhibition, % at 10 µM; hit rate 0.1% among 320,000; AID 2650;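 in the data active = inhibition above about 50%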;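 also: GST-tagged GSK-3 alpha with peptide substrate and 25 µM ATP; 0% = DMSO neutral wells and 100% = GW8510 positive control wells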
Target sequence (P49840 whole entry, looked up): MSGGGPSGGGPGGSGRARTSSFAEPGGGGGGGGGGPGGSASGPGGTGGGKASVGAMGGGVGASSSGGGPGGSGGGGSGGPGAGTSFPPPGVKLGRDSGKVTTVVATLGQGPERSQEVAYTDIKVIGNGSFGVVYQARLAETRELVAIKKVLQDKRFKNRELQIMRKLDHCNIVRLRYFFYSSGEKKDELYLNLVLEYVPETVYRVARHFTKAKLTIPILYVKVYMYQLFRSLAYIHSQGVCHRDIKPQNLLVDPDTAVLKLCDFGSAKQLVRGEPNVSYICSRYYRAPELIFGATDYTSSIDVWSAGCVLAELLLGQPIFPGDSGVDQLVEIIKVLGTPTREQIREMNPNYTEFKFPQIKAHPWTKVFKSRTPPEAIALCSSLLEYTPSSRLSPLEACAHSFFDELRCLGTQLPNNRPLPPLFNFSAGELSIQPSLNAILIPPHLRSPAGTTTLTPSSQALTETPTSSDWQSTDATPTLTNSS
GSK3beta inhib = inhibitors of human GSK3beta kinase | P49841 | GST-GSK3beta kinase, ADP-Glo luminescence, 60 min; stronger effect = lower value | activity score (negative = inhibition), % at 10 µM | hit rate 0.038% among 300,000;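 active = more than half of replicate wells score below -50%, meaning over 50% inhibition versus plate controls; inconclusive = some replicates but at most half score below -50%; inactive = no replicate scores below -50%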;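 also: 0% = median DMSO wells and -100% = median GW8510 positive control wells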
Target sequence (P49841 whole entry, looked up): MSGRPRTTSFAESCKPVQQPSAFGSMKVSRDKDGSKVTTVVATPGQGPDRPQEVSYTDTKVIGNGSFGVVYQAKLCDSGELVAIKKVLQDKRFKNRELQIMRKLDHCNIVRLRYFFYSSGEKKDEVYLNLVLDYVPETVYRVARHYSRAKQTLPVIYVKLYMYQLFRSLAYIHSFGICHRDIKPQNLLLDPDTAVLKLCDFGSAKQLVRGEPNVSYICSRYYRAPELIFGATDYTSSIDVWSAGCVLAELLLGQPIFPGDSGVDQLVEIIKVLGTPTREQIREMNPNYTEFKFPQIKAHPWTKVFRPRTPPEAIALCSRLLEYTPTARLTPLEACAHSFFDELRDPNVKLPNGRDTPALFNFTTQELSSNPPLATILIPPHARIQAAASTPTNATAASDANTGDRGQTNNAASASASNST
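Test system – GST-tagged human GSK3beta kinase, cell-free · Incubation – 60 min enzyme reaction, room temperature · Signal – ADP-Glo luminescence · Also added – peptide substrate and ATP at 25 µM · Controls – DMSO neutral wells and GW8510 at 20 µM as positive · Buffer or medium – Tris/MgCl2 kinase buffer · Measure – Luminescence-derived activity versus plate DMSO and GW8510 wells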
IEC-6 cytotox = IEC-6 cytotoxicity, counter-screen for KLF5 inhibitors. hit rate 0.78% among 290,000. luminescence viability. inhibition, % at 5 µM; in the data active = inhibition above about 22%;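 also: 0% = plate median of test compound wells and 100% = cytotoxic reference compound wells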
aSyn UTR inh = MLPCN primary screen, SNCA 5' untranslated region | alpha-synuclein 5'UTR reporter, inhibitor activity | inhibition, % (tested at 7.5 µM) | hit rate 0.82% among 300,000; in the data active = inhibition above about 60%; inconclusive = no clear call, values can overlap the other calls;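 also: H4 neuroglioblastoma cells stably carrying SNCA 5'UTR luciferase fusion; 0% = DMSO wells and 100% = positive control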
PolyA inh = yeast polyadenylation inhibition. S. cerevisiae SKY197-pL101 polyadenylation reporter, beta-gal luminescence; efflux-impaired pdr1/pdr3 knockout yeast; score 100 = 6 SD above DMSO. calls only at 12 µM. hit rate 0.02% among 300,000. AID 1875;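 active = lowest replicate activity score at least 50, where 100 means six control SD above control mean; inconclusive = lowest score under 50 but half or more replicates reach 50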;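 also: yeast exposed to compound for 9 h at 30 °C; higher score means more reporter readthrough which indicates perturbed polyadenylation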
HSP90 inh = HSP90 refolding inhibition in rabbit reticulocyte lysate; luciferase refolding luminescence, 3 h; inhibition, % at 5.6 µM; hit rate 0.91% among 290,000; AID 1789;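 active = inhibition above the screen-wide mean plus 3 SD, computed separately per campaign, cut at about 16% in these data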;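 also: 0% = DMSO wells and 100% = 60 µM geldanamycin wells; inhibitors lower the luminescence because luciferase stays unfolded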
HSF1 inhib = HSF1 inhibition. NIH3T3-HGL HSE-luciferase, MG132-induced, luminescence 8 h; stronger effect = lower value. activity change, negative = inhibition, % at 7.5 µM (by protocol). hit rate 0.77% among 300,000. AID 2098;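 active = more than half of replicate wells show activity change below -50%, luminescence cut by over half; inconclusive = some wells, but at most half, below -50%; inactive = no replicate well below -50%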;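 also: luciferase reports HSF-1 transcriptional activity via heat shock element; 0% = median of DMSO wells and -100% = zero luminescence signal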
HSF1 activator = increases HSF-1 driven luciferase reporter signal. activation, % at 9 µM. NIH3T3-HGL HSF-1 luciferase reporter, MG132, 8 h; 100% = twice DMSO control signal. hit rate 1.7% among 300,000;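 active = mean replicate activation of at least 50% with a set share of replicates each reaching 50%; inconclusive = only one of those two conditions met; inactive = mean below 50% and too few replicates reaching it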;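 also: 0% = median of the neutral control wells and 100% = twice that signal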
Active calls of the source: *; i = inactive; ? = inconclusive; / = no result given. A portion of the library, so the mix of outcomes need not match the whole.

SMILES | AI-2 QS mod | KLF5 inhibitor | GSK3A inh | GSK3beta inhib | IEC-6 cytotox | aSyn UTR inh | PolyA inh | HSP90 inh | HSF1 inhib | HSF1 activator
Cc1cccc(C)c1NC(=O)C(=O)NCCc1c[nH]c2ccccc12 | 20 | -20 | -3 | -9 | -1 | 13 | i | -7 | 3 | -20
O=C(CC1C(=O)NCCN1Cc1ccoc1)NCCCn1ncc2ccccc21 (stereo unspecified) | 21 | -5 | -2 | 0 | -5 | 5 | i | 1 | -8 | -1
O=C(Nc1nc(N2C(=O)c3ccccc3C2=O)n(-c2ccccc2)n1)c1ccccc1 | 25 | -30 | -6 | 3 | 0 | -12 | i | 0 | -6 | 20
CCN(CC)CCNC(=O)c1ccc(NC(=O)Cc2cccc3ccccc23)cc1 | -2 | -18 | -5 | 1 | 2 | 21 | i | -4 | 5 | 29
Cc1cccc(C(=O)OCC(=O)NC(C)CCc2ccccc2)c1 (stereo unspecified) | 18 | 6 | -2 | 0 | 2 | -9 | i | 3 | -4 | -2
O=C(CSc1nncs1)NC(=O)NCc1ccco1 | 3 | -17 | 1 | 1 | -4 | -4 | i | 0 | -1 | -1
CCCc1cc(=O)oc2cc(OCC(=O)NCC(O)c3ccccc3)ccc12 (stereo unspecified) | 15 | -1 | -4 | 1 | 2 | 5 | i | 3 | 1 | -1
O=C(CCCc1nc2ccccc2s1)NC(c1ccccc1)c1ccccc1 | 20 | -13 | 1 | -3 | 6 | 9 | i | 4 | 5 | 6
C#Cc1ccc([C@H]2C=C(C(=O)NCc3nc4ccccc4[nH]3)O[C@@H](OCc3ccc(CO)cc3)C2)cc1 | 27 | / | -1 | -1 | / | -25 | i | / | -1 | -10
Nc1c(-c2ccccc2)c(CSc2nc3ccccc3[nH]2)nn1-c1cccc(Cl)c1 | 24 | -40 | 2 | 1 | -1 | -2 | i | 3 | 15 | 33
CCOC(=O)C(Cc1ccccc1)C(=O)Nc1nccs1 (stereo unspecified) | 18 | 5 | -1 | 2 | 4 | -8 | i | -2 | -1 | -2
COc1cccc(N2CCN(C(=O)c3ccc(CS(=O)c4ccccc4Cl)o3)CC2)c1 (stereo unspecified) | 13 | 74* | 1 | 0 | 90* | 110* | i | 0 | 6 | -10
C=CCSc1nnc(N2C(=O)C(O)=C(C(=O)c3ccco3)C2c2ccc(F)cc2)s1 (stereo unspecified) | 19 | -47 | 1 | 2 | -2 | -11 | i | -2 | 18 | ?
COc1ccc2nc(C)cc(SCC(=O)N/N=C/c3cccc4ccccc34)c2c1 | 38 | -10 | 0 | 2 | 2 | ? | i | 0 | 8 | 17
Cc1nn(-c2ccc(F)cc2)c(C)c1NS(=O)(=O)c1ccc(Cl)cc1 | -2 | -46 | -1 | 3 | 1 | 15 | i | 6 | 6 | 23
CCOc1ccc(OCC)c(NC(=O)c2[nH]c(C)c(C(C)=O)c2C)c1 | 30 | -1 | -2 | 1 | 0 | -15 | i | 0 | 1 | -7
C[C@H](CO)NC(=O)[C@H](C)[C@@H]1C[C@@]1(C)[C@@H](NC(=O)OCc1ccccc1)c1ccccc1 | 15 | 20 | 4 | 0 | 4 | 4 | i | -1 | -5 | -7
COc1ccc(N(CC(=O)NCCSCc2ccccc2C)S(=O)(=O)c2ccccc2)cc1 | 20 | -4 | 0 | 1 | -6 | -5 | i | 5 | 6 | 5
CC(NC(=O)C(=O)N1CCCCC1)C(c1cccs1)N1CCN(c2ccccc2F)CC1 (stereo unspecified) | 30 | -15 | -1 | 1 | 1 | -7 | i | 7 | -3 | -16
COc1ccc(Cl)cc1S(=O)(=O)NCc1nc2nc(C)cc(C)n2n1 | 36 | 2 | -2 | 0 | 4 | 7 | i | 2 | 3 | 3
Cc1c(NC(=O)C(C)OC(=O)c2cc3c4ccccc4n(C)c3s2)c(=O)n(-c2ccccc2)n1C (stereo unspecified) | 2 | -1 | 1 | -1 | 13 | 37 | i | -1 | -1 | 2
O=C(NCCNC(=O)c1ccc(Br)o1)c1ccc(Br)o1 | 19 | -28 | 0 | 0 | 5 | -15 | i | 2 | 0 | 9
CSc1ccccc1OCc1cc(C(=O)N2CCN(Cc3nccn3C)CC2)no1 | 9 | -38 | 1 | 2 | -2 | 12 | i | 2 | -3 | 0
Cc1cc(-c2ccc3ccccc3c2)n2ncnc2n1 | -1 | -35 | -8 | -3 | 8 | -7 | i | 2 | -5 | 2
C=CCN(CC=C)CCOc1ccccc1F | 15 | -12 | 0 | 2 | -6 | -5 | i | -6 | 0 | -3
N#Cc1c(SCC(N)=O)nsc1SCc1ccc(Cl)cc1 | 20 | -3 | -1 | 1 | 8 | -23 | i | 0 | 22 | 47
COc1cc(/C=C2/SC(=S)NC2=O)ccc1OS(=O)(=O)c1ccc(C)cc1 | 30 | 8 | -3 | 6 | -1 | -8 | i | -5 | 5 | -1
CC(C)CC(=O)NC(C)C(c1cccs1)N1CCOCC1 (stereo unspecified) | -4 | -20 | 0 | 2 | 6 | 18 | i | 0 | -2 | 0
O=C1CC(N2CCN(c3nc4ccccc4s3)CC2)C(=O)N1c1ccc(F)cc1 (stereo unspecified) | 8 | -30 | 1 | 0 | -8 | 23 | i | 2 | 2 | 8
Cc1ccc(C2CC(=O)C=C(NCC(C)C)C2)cc1 (stereo unspecified) | 40 | -2 | 0 | 0 | -6 | 29 | i | -4 | -17 | -10
CCC(=Nc1ccccc1)C1=C(O)CCCC1=O | 21 | -7 | -5 | -2 | -2 | 5 | i | 2 | -7 | -2
CC(C)CNC(=O)CO/N=C/c1ccccc1Cl | -1 | -21 | -1 | 1 | 2 | -2 | i | 1 | 0 | -1
COCCOC(=O)c1c(C)oc2ccc(NS(=O)(=O)c3ccc(C(=O)O)cc3)cc12 | 31 | / | 12 | 1 | / | -20 | i | / | -2 | 8
CCc1nnc(NC(=O)CSc2nc3cc(OC)ccc3cc2C)s1 | 24 | -19 | -4 | 2 | 15 | -15 | i | 2 | 7 | -4
COc1ccc(/C=C(\C#N)C(=O)C(C)(C)n2cncn2)cc1 | 1 | -25 | -1 | 3 | -1 | -28 | i | -1 | -9 | -12
Cn1c(=O)c([N+](=O)[O-])c(Cl)c2ccccc21 | -1 | 15 | / | -2 | 48* | -11 | i | 2 | -73* | -74
O=C(Nc1ccc(Cc2ccncc2)cc1)c1cc([N+](=O)[O-])ccc1N1CCOCC1 | 20 | -13 | -3 | 3 | 4 | 22 | / | 1 | 0 | 6
O=C(CN1CCCC1)Nc1cc(F)ccc1F | -3 | -13 | -3 | 4 | 1 | 6 | i | -2 | 1 | 4
Cc1cccc(-n2c(O)c(C=NC3CCS(=O)(=O)C3)c3ccccc3c2=O)c1C (stereo unspecified) | 5 | -8 | 7 | 0 | -1 | -3 | i | 8 | -7 | 3
Cc1ccccc1-c1nn2c(-c3ccccc3)nnc2s1 | 22 | -30 | 4 | -6 | 1 | -19 | i | 0 | -8 | 8
CCn1c(Cn2nnc(-c3ccccc3)n2)nnc1SCC(=O)Nc1cccc(C)c1C | 29 | -1 | -5 | 3 | 1 | 41 | i | 5 | 49 | 76*
COc1ccccc1N1CCN(CC(=O)Nc2ccc(Cl)c(C(F)(F)F)c2)CC1 | 3 | -12 | -1 | 4 | -1 | 9 | i | 0 | 4 | 17
COc1cc(C(=O)Nc2ccc(N(C)C)cc2)c([N+](=O)[O-])cc1OC | 21 | -19 | -6 | -3 | 9 | -75 | i | 4 | 5 | 19
CCC(Sc1nc2n[nH]c(C)c2c(=N)n1-c1ccc(C)c(Cl)c1)C(=O)N1CCOCC1 (stereo unspecified) | 28 | 2 | 6 | -1 | -2 | 14 | i | 1 | 17 | 56*
Cc1ccc(C(=O)NNC(=O)C(C)Oc2ccc3ccccc3c2)o1 (stereo unspecified) | 21 | / | -2 | -3 | / | 0 | i | / | -3 | 1
Cn1c(O)c(N=NC(=O)CNC(=O)/C=C/c2ccccc2)c2ccccc21 | 17 | -12 | 2 | -1 | 21 | 31 | i | -4 | -2 | 4
Cc1ccc(S(=O)(=O)N2CCC(C(=O)OCC(=O)N3CCCCC3C)CC2)cc1C (stereo unspecified) | 26 | / | -1 | -8 | / | 11 | i | / | 4 | 8
COCCNC(=O)c1cn(Cc2c(F)cccc2Cl)nn1 | 41 | -9 | -1 | 4 | 9 | -3 | i | 0 | -3 | 15
Cc1ccc(NC(=O)CSCC(=O)Nc2ncc3c(n2)CC(c2ccco2)CC3=O)cc1 (stereo unspecified) | 2 | -10 | -2 | 1 | -11 | -6 | i | -2 | -3 | 11
COC(=O)c1cc(S(=O)(=O)N2CCN(c3ccc(OC)cc3)CC2)cn1C | 20 | 5 | 0 | -2 | -2 | 7 | i | 2 | -1 | 34
Cc1ccc(-n2nc(C)c3c(C)onc3c2=O)cc1 | 31 | 2 | 2 | -1 | -1 | / | i | -1 | / | /
COc1ccc(-c2nc(NC(C)=O)sc2-c2ccc(OC)cc2)cc1 | -9 | -1 | 1 | -4 | 9 | 21 | i | 1 | -2 | 2
CC1CCN(c2nc3ccc(C(=O)N4CCN(Cc5ccccc5)CC4)cc3s2)CC1 | 4 | -106 | / | -1 | 6 | -137 | i | 70* | -39 | -47
COc1ccccc1CNC(=O)CCC1N=C2c3ccccc3N=C(SCC(=O)NCC3CCCO3)N2C1=O (stereo unspecified) | 25 | -12 | 0 | -5 | 0 | -3 | i | 3 | 0 | 2
CCOC(=O)N1CCC(NC(=O)c2ccc(CO)c(C(=O)NC3CCN(C(=O)OCC)CC3)c2)CC1 | 6 | -20 | 5 | 0 | 0 | 0 | i | 1 | -3 | 8
O=C(Cc1ccc(F)cc1)OCC(=O)N1CCN(S(=O)(=O)c2ccc(Cl)cc2)CC1 | 27 | / | 7 | 0 | / | 2 | i | / | 10 | 24
Cc1cc(C(F)(F)F)nc(SCC(=O)NC2=NC(=O)C(C)S2)n1 (stereo unspecified) | 29 | 11 | -2 | -1 | -4 | 13 | i | 0 | -2 | -9
CCOC(=O)CN1C(=O)N[C@@H](c2ccco2)C(C(C)=O)=C1C | 6 | / | -1 | -3 | / | 16 | i | / | 6 | -3
COc1ccccc1N(CCN1C(=O)c2cccc3cccc(c23)C1=O)C(=O)c1ccncc1 | 17 | 8 | -2 | 1 | 8 | -44 | i | 4 | -33 | -38

Individual results from above.
Under aSyn UTR inh, CCC(Sc1nc2n[nH]c(C)c2c(=N)n1-c1ccc(C)c(Cl)c1)C(=O)N1CCOCC1 (stereo unspecified) has 14
Under KLF5 inhibitor, Cc1ccc(NC(=O)CSCC(=O)Nc2ncc3c(n2)CC(c2ccco2)CC3=O)cc1 (stereo unspecified) has -10
